# Screening results (PubChem BioAssay)
# Integrin act MD: activates integrin-mediated alleviation for muscular dystrophy; alpha7betagal myoblasts, beta-gal FDG fluorescence, 48 h; 350,000 compounds, 0.064% hits; Potency, µM (doses to about 38.3 µM), for inactives: at the top dose activation, usual class: activators;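 further: potency means the concentration at half of the fitted maximal effect; 100% = response of the positive control SU9516; nearly all actives have a fitted effect of over 60% in size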
#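 Alpha7betagal+/- myoblasts (passage 13) were plated 16-24 hr, then exposed to compounds (1:260 dilution of DMSO stock) for 48 hours at 37C. After MPER lysis, β-galactosidase reporter activity was read as FDG fluorescence (ex 480/em 540) after 30 minutes.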
# PTAP TSG101 blk: blocks PTAP/TSG101 interaction to inhibit HIV-1 budding | Q99816 | 340,000 tested, under 10 active | Fluorescence polarization, FITC-PTAP peptide / Tsg101 binding | AID 493005 | Potency, µM (top dose mostly 115 µM), without a hit: top-dose activity change, negative = inhibition, usual class: inhibitors; active means well fitted inhibition curve with a large enough effect in the main read-out, with a control signal flat, not every such curve was filed as active; inconclusive means small, poorly fitted or top-dose-only effect, or effect the other way, or a change in a side signal; inactive means no such curve, though single readings can be large or run the other way; further: potency means the concentration at half of the fitted maximal effect; % of control where 0% means no effect
#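 Fluorescence anisotropy tracks displacement of a FITC-tagged PTAP peptide (50 nM) from the Tsg101 binding domain (10 uM), following a 20 min room-temperature incubation at pH 7.5.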
# B2AR arrestin: beta2AR (human) beta-arrestin recruitment activity | AID 492947 | 330,000 compounds, 0.02% hits | beta-arrestin recruitment to beta2AR, cell-based reporter | P07550 | Potency, µM (doses to about 46.1 µM), without a hit: at the highest dose activation, usual class: activators;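 further: potency means the concentration at half of the fitted maximal effect; 0% = DMSO controls and full agonism = EC100 isoproterenol or metaproterenol; nearly all actives have a fitted effect of over 65% in size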
# MLL CXXC-DNA inh: blocks binding of human MLL CXXC domain to DNA. Q03164. MLL-CXXC / FITC-HOXA9 DNA fluorescence polarization. Potency, µM (doses to about 115 µM), for the others: top-dose activity change, negative = inhibition, hits mostly inhibitors. 290,000 compounds, 0.037% hits; active means well fitted inhibition curve with a large enough effect in the polarisation, with a control signal flat, not every such curve was filed as active; inconclusive means small, poorly fitted or top-dose-only effect, or effect the other way, or a change in a side signal; inactive means no such curve, though single readings can be large or run the other way; the % refers to the polarisation; further: potency means the concentration at half of the fitted maximal effect
# Target sequence (Q03164 whole entry, looked up, the tested form may be a part): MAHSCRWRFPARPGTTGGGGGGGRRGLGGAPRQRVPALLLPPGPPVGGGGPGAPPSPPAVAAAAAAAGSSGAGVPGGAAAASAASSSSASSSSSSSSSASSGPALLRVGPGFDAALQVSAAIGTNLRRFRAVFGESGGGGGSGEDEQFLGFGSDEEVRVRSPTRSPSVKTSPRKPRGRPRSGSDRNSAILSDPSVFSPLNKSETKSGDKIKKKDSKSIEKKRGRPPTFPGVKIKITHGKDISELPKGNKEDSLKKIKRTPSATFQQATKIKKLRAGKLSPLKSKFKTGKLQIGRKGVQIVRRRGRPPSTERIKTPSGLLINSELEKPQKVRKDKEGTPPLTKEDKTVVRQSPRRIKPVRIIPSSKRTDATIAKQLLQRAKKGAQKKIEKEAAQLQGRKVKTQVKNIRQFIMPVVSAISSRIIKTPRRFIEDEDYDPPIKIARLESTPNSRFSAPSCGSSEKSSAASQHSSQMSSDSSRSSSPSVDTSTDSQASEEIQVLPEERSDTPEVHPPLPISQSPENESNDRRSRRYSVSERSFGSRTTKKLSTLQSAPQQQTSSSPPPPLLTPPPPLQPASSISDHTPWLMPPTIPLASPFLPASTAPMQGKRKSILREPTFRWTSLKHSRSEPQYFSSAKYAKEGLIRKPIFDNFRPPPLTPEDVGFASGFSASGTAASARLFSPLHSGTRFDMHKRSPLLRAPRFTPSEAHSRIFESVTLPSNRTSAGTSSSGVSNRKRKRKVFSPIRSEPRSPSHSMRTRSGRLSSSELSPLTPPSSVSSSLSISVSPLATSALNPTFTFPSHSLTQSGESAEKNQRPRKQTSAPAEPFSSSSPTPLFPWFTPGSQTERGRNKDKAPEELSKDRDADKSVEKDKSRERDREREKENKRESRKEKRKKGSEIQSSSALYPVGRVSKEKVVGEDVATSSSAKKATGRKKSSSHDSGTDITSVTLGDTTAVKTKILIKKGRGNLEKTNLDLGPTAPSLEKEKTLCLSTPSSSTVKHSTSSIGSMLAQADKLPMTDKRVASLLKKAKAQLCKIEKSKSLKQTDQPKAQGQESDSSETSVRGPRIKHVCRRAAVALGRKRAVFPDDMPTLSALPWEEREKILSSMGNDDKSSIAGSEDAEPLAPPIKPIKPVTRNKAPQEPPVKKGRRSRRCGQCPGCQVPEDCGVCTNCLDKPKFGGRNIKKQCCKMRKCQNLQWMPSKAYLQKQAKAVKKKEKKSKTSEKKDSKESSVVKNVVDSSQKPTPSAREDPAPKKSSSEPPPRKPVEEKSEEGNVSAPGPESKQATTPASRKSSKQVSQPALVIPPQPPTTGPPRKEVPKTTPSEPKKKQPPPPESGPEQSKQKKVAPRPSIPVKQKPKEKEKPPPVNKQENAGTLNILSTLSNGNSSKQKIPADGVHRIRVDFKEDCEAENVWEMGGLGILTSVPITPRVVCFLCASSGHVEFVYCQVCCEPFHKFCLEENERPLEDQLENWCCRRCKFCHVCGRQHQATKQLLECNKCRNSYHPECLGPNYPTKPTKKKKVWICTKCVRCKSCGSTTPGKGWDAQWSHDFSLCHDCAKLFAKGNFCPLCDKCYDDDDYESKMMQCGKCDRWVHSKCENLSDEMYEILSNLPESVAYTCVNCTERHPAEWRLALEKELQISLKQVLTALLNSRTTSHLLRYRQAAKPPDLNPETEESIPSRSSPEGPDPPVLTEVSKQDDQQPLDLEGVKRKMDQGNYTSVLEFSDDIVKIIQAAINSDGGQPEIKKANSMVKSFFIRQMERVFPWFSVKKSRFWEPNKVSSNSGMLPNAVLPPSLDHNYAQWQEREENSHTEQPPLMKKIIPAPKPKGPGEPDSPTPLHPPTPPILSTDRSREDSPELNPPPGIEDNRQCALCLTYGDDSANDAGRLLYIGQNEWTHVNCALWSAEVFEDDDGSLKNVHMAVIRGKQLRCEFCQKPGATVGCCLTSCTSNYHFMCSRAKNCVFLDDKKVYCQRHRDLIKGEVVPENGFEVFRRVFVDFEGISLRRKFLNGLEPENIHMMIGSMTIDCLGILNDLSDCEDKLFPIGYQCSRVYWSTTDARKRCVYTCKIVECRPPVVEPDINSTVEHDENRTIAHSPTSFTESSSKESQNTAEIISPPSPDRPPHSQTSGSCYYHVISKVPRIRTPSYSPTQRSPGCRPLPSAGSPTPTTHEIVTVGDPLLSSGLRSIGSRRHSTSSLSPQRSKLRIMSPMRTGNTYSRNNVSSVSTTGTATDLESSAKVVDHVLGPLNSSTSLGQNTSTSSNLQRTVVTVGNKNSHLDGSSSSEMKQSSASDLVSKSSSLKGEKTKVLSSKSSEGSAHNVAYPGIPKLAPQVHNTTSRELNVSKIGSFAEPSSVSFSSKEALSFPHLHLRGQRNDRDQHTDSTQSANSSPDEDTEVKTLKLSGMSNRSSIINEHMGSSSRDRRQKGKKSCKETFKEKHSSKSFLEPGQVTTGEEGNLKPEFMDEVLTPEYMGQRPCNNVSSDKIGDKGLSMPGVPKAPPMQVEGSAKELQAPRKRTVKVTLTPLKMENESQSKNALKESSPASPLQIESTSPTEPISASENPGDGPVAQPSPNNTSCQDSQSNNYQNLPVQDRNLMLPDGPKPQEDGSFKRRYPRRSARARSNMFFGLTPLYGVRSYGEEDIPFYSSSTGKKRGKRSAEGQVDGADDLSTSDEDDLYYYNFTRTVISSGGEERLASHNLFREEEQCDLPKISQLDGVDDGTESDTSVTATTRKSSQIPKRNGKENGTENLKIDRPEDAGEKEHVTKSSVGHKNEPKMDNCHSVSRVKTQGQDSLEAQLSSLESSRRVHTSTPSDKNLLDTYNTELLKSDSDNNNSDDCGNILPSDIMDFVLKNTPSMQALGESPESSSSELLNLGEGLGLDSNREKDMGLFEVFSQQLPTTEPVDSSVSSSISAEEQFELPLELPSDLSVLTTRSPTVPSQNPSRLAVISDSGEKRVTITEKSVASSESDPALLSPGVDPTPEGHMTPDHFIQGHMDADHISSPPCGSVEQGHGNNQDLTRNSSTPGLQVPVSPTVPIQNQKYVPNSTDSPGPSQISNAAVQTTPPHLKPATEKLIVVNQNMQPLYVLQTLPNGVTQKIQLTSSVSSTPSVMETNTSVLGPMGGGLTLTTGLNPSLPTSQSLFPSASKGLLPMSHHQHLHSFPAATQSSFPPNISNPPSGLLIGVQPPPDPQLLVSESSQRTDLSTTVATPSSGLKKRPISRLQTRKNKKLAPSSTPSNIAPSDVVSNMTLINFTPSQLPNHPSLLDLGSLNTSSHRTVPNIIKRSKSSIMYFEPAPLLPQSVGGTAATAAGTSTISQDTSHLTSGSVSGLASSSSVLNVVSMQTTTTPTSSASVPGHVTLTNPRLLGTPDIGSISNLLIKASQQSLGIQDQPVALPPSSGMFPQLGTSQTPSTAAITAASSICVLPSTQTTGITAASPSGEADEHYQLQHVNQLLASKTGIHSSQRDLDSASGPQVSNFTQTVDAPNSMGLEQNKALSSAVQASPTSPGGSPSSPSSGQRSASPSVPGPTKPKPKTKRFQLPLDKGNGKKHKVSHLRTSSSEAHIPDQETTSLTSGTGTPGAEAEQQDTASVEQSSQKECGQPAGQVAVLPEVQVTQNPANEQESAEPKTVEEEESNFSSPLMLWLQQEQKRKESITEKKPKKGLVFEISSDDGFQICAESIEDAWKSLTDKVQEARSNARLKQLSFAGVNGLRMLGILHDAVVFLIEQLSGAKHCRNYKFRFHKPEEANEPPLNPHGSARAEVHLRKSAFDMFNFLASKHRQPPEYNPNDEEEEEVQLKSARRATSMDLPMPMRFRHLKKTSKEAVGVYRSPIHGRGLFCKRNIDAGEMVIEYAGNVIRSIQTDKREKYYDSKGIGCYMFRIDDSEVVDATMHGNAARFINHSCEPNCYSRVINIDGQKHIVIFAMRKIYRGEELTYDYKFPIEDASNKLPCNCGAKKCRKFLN
#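 Fluorescence polarization: 7 uM MLL-CXXC (stock) preincubated 5 min with compounds, then 50 nM fluorescein-HOX-A9 DNA (stock) added; 30 min ambient. Buffer 50 mM Tris-HCl pH 7.5, 50 mM NaCl, 1 mM DTT, 0.05% BSA.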
# ELG1 repair inh: blocks ELG1-dependent DNA repair in HEK293T cells; HEK293T ELG1-luciferase reporter, luminescence, 16 h; DNA damage induced by 5-fluorouridine; Potency, µM (doses to about 46.1 µM), inactives show at the top dose activity change, negative = inhibition, actives largely listed as inhibitors; 330,000 compounds, 2.3% hits; AID 504467; further: potency means the concentration at half of the fitted maximal effect; on the % scale 0 is the no-effect control and ±100 the full control effect; nearly all actives have a fitted effect of over 55% in size
#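 5-Fluorouridine DNA damage + compound/DMSO, 2,000 cells/well, 16 h, 37 °C/5% CO2. ONE-Glo, 30 min RT, luminescence. Readout = decrease in reporter signal.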
# BRCA1 expr up: BRCA1 expression activation. MCF7-BRCA1-FFLuc reporter, luminescence, 48 h; response scale: scaled: vehicle 0%, 10 µM genistein 100%. 380,000 compounds, 1.1% hits. Potency, µM (doses to about 46.1 µM), for inactives: at the top dose activation, hits mostly activators; further: potency means the concentration at half of the fitted maximal effect; nearly all actives have a fitted effect of over 80% in size; some results filed as inactive show a strong effect at the top dose
#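 48 h compound treatment of MCF7-BRCA1-FFLuc cells (phenol-red free MEM, 37 °C), then 15 min with luciferase substrate and luminescence imaging.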
# TCR act: T cell receptor activation; 330,000 tested, under 10 active; Potency, µM (doses to about 9.22 µM), for the others: top-dose activation of IL-2 secretion, most hits filed as activators; primary human leukocytes, anti-CD3, IL-2 HTRF, 48 h; further: % of control where 0% means no effect
#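 Readout: HTRF IL-2, Eu-cryptate/d2 antibody pair, 320nm excitation, 665nm emission. Stimulus: a-CD3 beads, no co-stimulation. Cells: primary human leukocytes. Exposure: 48 hr with compound.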
# TRPV1 agonist: human TRPV1 agonism; activation, % at 8.33 µM; Q8NER1; TRPV1-expressing cells, Fluo-8 calcium influx, agonist mode; 320,000 compounds, 0.19% hits; in the data active means activation above about 80%; inconclusive means between about 30% and that limit; further: 0% is about no effect
#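 TRPV1-expressing cells were cultured overnight at 35.5C and loaded with Fluo-8 calcium dye for 40 to 90 min at room temperature. After a 10 s baseline, compound was added and calcium influx was read kinetically for 3 min (ex 480/em 520 nm).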
# p53 reactivator: re-activators of mutant p53. 320,000 compounds, 0.063% hits. H1299 p53-A138V BP100-luciferase reporter, luminescence, 24 h. Potency, µM (titrated, usually from 92.2 µM), inactives show top-dose activity change, positive = activation, actives largely listed as activators. AID 504706; further: potency means the concentration at half of the fitted maximal effect; % of control where 0% means no effect; nearly all actives have a fitted effect of over 45% in size
#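 p53-null H1299 cells stably carrying temperature-sensitive p53-A138V and a BP100-luciferase reporter were pinned with compounds (4-point, 1:5 series) and held 24 hrs at 37 deg C. Luminescence was read 10 min after detection reagent.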
# AT treatment: potential ataxia-telangiectasia treatments restoring KAP-1 phosphorylation; 320,000 compounds, 0.19% hits; Potency, µM (titrated, usually from 57.5 µM), for inactives: at the top dose activation, most hits filed as activators; […] A-T fibroblasts, KAP-1 phosphorylation AlphaLISA; neocarzinostatin DNA damage 30 min before lysis; AID 485349; further: potency means the concentration at half of the fitted maximal effect; % of control where 0% means no effect; nearly all actives have a fitted effect of over 45% in size
#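 hTERT-immortalized A-T patient fibroblasts ([…]), 500 cells/well in OPTI-MEM, 1% FBS, got compounds for 60 min, then NCS for 30 min at 37C. Lysates were then assayed for phospho-KAP-1 by AlphaLISA (anti-pKAP1 donor, anti-KAP1 acceptor beads), 6 hr at 25C.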
# Starred values were filed as active, the others as inactive; ? = inconclusive; . = not tested or not shown; & = joins results of further samples; [ ] = another dose, or the depositor's remark. Unless noted, the call rests on the fitted dose curve; in most records, active means well fitted curve in the direction sought with a large enough effect; inconclusive means small, poorly fitted or top-dose-only effect, or another doubt; inactive means no such curve, though single readings can be large; an effect the other way counts as inactive or inconclusive.
1) COc1cccc(C(=O)CC(=O)C(=O)Nc2ccc([N+](=O)[O-])cc2C)c1
2) COc1cccc(C(=O)NCC(c2ccco2)N2CCOCC2)c1 (stereo unspecified)
3) CCN(CC)c1ccc(C(=O)OCC(=O)N2CCN(c3ccccc3)CC2)cc1
4) CN1C(=O)/C(=C/c2ccccc2OCc2ccc(F)cc2)N(C)C1=S
5) CC(=O)c1sc(N/N=C/c2ccc(C(C)C)cc2)nc1C
6) O=C(O)c1cc2cc(F)ccc2[nH]1
7) COc1ccc(Cc2nc(-c3ccc(-n4cccc4)cc3)no2)cc1OC
8) CNC(=O)CN(Cc1ccccc1)S(=O)(=O)c1ccc(Cl)cc1

compound no.,1,2,3,4,5,6,7,8
Integrin act MD,-7%,19%,0%,0%,-10%,.,14%,17%
PTAP TSG101 blk,-2%,1%,-1%,0%,2%,-1%,0%,-11%
B2AR arrestin,0.2%,0.0%,-0.7%,-0.6%,-0.2%,0.1%&-0.4%,-0.3%,0.2%
MLL CXXC-DNA inh,-6%,.,-1%,6%,9%,8%&0%&-14%,19%,-4%
ELG1 repair inh,?,0%,-7%,-7%,?,3%,?,-8%
BRCA1 expr up,3%,-10%,-2%,-75%,?,-29%,-35%,4%
TCR act,-4%,-4%,-17%,-1%[46.1 µM],1%,16%,-1%,3%
TRPV1 agonist,8,1,3,1,6,-1&1,-1,2
p53 reactivator,-7%,1%,-3%,9%,6%,2%,-7%,20%
AT treatment,-12%,12%,13%,-7%,-2%,5%,28%,3%

9) Cc1ccccc1-n1nc2c(c1NC(=O)c1c(-c3ccccc3Cl)noc1C)CS(=O)(=O)C2
10) CCOc1ccc(N(C(=O)c2snc(C(N)=O)c2N)C(C(=O)NC2CCCC2)C(C)C)cc1 (stereo unspecified)
11) Cc1cccc(C(=O)OCC(=O)N(CC(C)C)c2c(N)n(Cc3ccccc3)c(=O)[nH]c2=O)c1O
12) O=C(NCCN1C(=O)S/C(=C\c2cccs2)C1=O)c1ccc(=O)[nH]c1
13) COCCN(CC(=O)Nc1cccc(C)c1C)C(=O)Cn1cnc2ccccc2c1=O
14) COCCNC(=S)Nc1ccc(N2CCOCC2)c(S(=O)(=O)Nc2ccccc2OC)c1
15) COc1ccc2c(c1)c(=O)c(Br)c(C)n2Cc1ccccc1
16) CCOC(=O)N1CCC(Nc2c(NCCCN3CCN(c4ccc(OC)cc4)CC3)c(=O)c2=O)CC1

compound no.,9,10,11,12,13,14,15,16
Integrin act MD,17%,-243%[inhibitor],31%,.,-11%,?,?,-11%
PTAP TSG101 blk,-1%,-11%,-3%,.,1%,0%,1%,-3%
B2AR arrestin,0.5%,0.1%,-0.2%,0.1%,-0.5%,0.5%,0.2%,0.5%
MLL CXXC-DNA inh,3%,37%[activator],.,6%,.,.,48%[activator],7%
ELG1 repair inh,8%,-6%,?,-1%,12%,?,?,0%
BRCA1 expr up,-18%,-15%,-9%,.,-19%,-20%,-37%,-8%
TCR act,1%,4%,-10%,0%[46.1 µM],1%,-1%,-9%,-5%
TRPV1 agonist,2,?,-2,5,0,8,27,1
p53 reactivator,4%,-5%,1%,?,3%,1%,1%,1%
AT treatment,1%,-1%,0%,4%,5%,-3%,27%,11µM*

# Single records, as listed above:
# `COCCNC(=S)Nc1ccc(N2CCOCC2)c(S(=O)(=O)Nc2ccccc2OC)c1` in the list: Integrin act MD = ?; PTAP TSG101 blk = 0%; B2AR arrestin = 0.5%; MLL CXXC-DNA inh = .; ELG1 repair inh = ?; BRCA1 expr up = -20%; TCR act = -1%; TRPV1 agonist = 8; p53 reactivator = 1%; AT treatment = -3%
# `Cc1cccc(C(=O)OCC(=O)N(CC(C)C)c2c(N)n(Cc3ccccc3)c(=O)[nH]c2=O)c1O` in the list: Integrin act MD = 31%; PTAP TSG101 blk = -3%; B2AR arrestin = -0.2%; MLL CXXC-DNA inh = .; ELG1 repair inh = ?; BRCA1 expr up = -9%; TCR act = -10%; TRPV1 agonist = -2; p53 reactivator = 1%; AT treatment = 0%

# Other compounds follow:
17) CCOc1ccc(S(=O)(=O)N/N=C(\C)C2CCCCC2)cc1
18) COc1ccc(C2C(C(=O)c3sc(C)nc3C)=C(O)C(=O)N2CCN(C)C)cc1 (stereo unspecified)
19) CCOC(=O)c1ccc(Nc2nc(N3CCOCC3)nc(N3CCOCC3)n2)cc1
20) Cn1c(=O)c([N+](=O)[O-])c(NC2CCS(=O)(=O)C2)c2ccccc21 (stereo unspecified)
21) CC(C)(CNc1ccc([N+](=O)[O-])cc1C#N)N1CCOCC1
22) Cn1c(CNC(=O)c2ccccc2F)nnc1SCCOc1ccccc1
23) CCC(CC)C(=O)N1CCN(Cc2nc3ccccc3c(=O)[nH]2)CC1
24) CCOC(=O)C(C)N1C(=O)S/C(=C\c2ccc(-c3ccccc3C(=O)O)o2)C1=O (stereo unspecified)

compound no.,17,18,19,20,21,22,23,24
Integrin act MD,19%,0%,1%,31%,4%,9%,-25%,-8%
PTAP TSG101 blk,-4%,0%,1%,-3%,1%,0%,-5%,2%
B2AR arrestin,-0.2%,-0.1%,-0.3%,-0.5%,-1.0%,-0.1%,0.1%,-1.1%
MLL CXXC-DNA inh,?,-3%,10%,-5%,13%,0%,-6%,?
ELG1 repair inh,3%,16%,?,12%,-13%,-11%,0%,-4%
BRCA1 expr up,14%,0%,14%,-1%,-7%,2%,-18%,-5%
TCR act,7%[46.1 µM],-6%,-1%,-1%,9%,-4%,10%,-3%
TRPV1 agonist,29,-10,-3,-2,-2,0,-12,1
p53 reactivator,-4%,7%,-12%,-2%,-1%,-3%,-2%,-2%
AT treatment,4%,-5%,2%,-6%,4%,-1%,14%,-23%

25) COc1ccc(N=C2S/C(=C\c3ccco3)C(=O)N2CC(C)C)cc1
26) CC1(C)N(OCc2ccccc2)C(=O)C(=O)N(OCc2ccccc2)C1(C)C
27) Cc1nc(CCNC(=O)CC2C(=O)NCCN2Cc2ccccc2F)sc1C (stereo unspecified)
28) O=C(Nc1ccc(CN2CCOCC2)cc1)c1cc(Br)ccc1Cl
29) COc1cccc(CC2(CO)CCCN(CC3=Cc4cc(Cl)ccc4OC3)C2)c1 (stereo unspecified)
30) COc1ccc(NC(=O)c2ccco2)c([N+](=O)[O-])c1
31) COc1ccccc1N(C)S(=O)(=O)c1ccc(C(=O)NC2=NCCS2)cc1
32) Oc1c(N=NC(=S)Nc2ccccc2F)c2ccccc2n1Cc1ccccc1F

compound no.,25,26,27,28,29,30,31,32
Integrin act MD,-16%,22%,-15%,-1%,-6%,4%,2%,-43%
PTAP TSG101 blk,-3%,.,-6%,-4%,-1%,-2%,-5%,-2%
B2AR arrestin,0.3%,0.0%,-0.7%,0.5%,0.2%,-0.8%,-0.5%,-0.3%
MLL CXXC-DNA inh,-8%,-4%,-3%,-22%,-7%,3%,3%,5%
ELG1 repair inh,-1%,8%,15%,0%,-18%,?,-19%,?
BRCA1 expr up,-15%,-32%,0%,9%,-37%,?,0%,-45%
TCR act,-1%,.,4%,11%,-9%,-4%[46.1 µM],-4%[46.1 µM],0%
TRPV1 agonist,3,1,1,0,5,1,16,-1
p53 reactivator,-4%,3%,-2%,.,-1%,?,2%,-5%
AT treatment,-8%,-5%,-3%,-7%,7%[11.5 µM],-2%,.,-8%

33) COc1ccccc1NS(=O)(=O)c1cccc(NC(=O)c2nc3nc(C)cc(C)n3n2)c1
34) Cc1cc(C)nc(SCc2c(F)cccc2Cl)n1
35) Cn1c(=O)c2c(nc(SCC(=O)NCC3CCCO3)n2Cc2ccc(F)cc2)n(C)c1=O (stereo unspecified)
36) Cn1ncc(C#N)c1/N=C/N1CCOCC1
37) Cc1ccc(C)c(NC(=O)C(Sc2ncnc3ccccc23)c2ccccc2)c1 (stereo unspecified)
38) O=C(CSc1ccccc1)OCC(=O)N1CCN(C(=O)c2ccco2)CC1
39) CN(CCOc1ccccc1)C(=O)CCc1c[nH]c2ccccc12
40) O=C(COC(=O)c1ccc(F)cc1Cl)NCc1ccco1
41) O=C(COC(=O)c1cccnc1Cl)NCc1ccc(F)cc1

compound no.,33,34,35,36,37,38,39,40,41
Integrin act MD,9%,-34%,?,20%,26%,-13%,-14%,2%,3%
PTAP TSG101 blk,0%,0%,0%,-2%,-3%,-6%,-2%,-3%,-1%
B2AR arrestin,-0.9%,0.3%,0.2%,0.0%,-0.2%,-1.5%,-0.7%,0.0%,-0.5%
MLL CXXC-DNA inh,-11%,2%,-4%,-3%,6%,.,0%,.,.
ELG1 repair inh,?,3%,?,?,?,6%,?,?,-17%
BRCA1 expr up,4%,-10%,-5%,-4%,-38%,-3%,3%,0%,2%
TCR act,5%,3%,1%,-5%,-4%[46.1 µM],-3%,1%,4%,.
TRPV1 agonist,-2,9,3,0,-5,1,-1,8,.
p53 reactivator,-1%,7%,0%,-4%,-6%,0%,-1%,-4%,3%
AT treatment,0%,16%,0%,0%,-1%,5%,20%,-8%,0%
